CFTR F508del cor: correctors of CFTR F508del function in bronchial epithelial cells; CFBE cells, YFP halide quenching; stimulated with forskolin plus potentiator P3; % fluorescence drop versus neutral controls; 350,000 tested, 0.36% active; activity (quench increase), % at 7.58 µM; AID 720511;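 active = mean added fluorescence quench of at least 8% versus neutral control, with both replicates also reaching 8%; inconclusive = only one of the mean or replicate conditions met; inactive = mean below 8% and not both replicates reaching 8%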;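 also: cells transiently co-express mutant CFTR-F508del with the halide-sensitive YFP; corrector assay measuring rescue of mutant channel to the surface after 24 h compound exposure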
ERp5 block: ERp5 (human) disulfide isomerase inhibition; ERp5 insulin aggregation, absorbance 650 nm, 90 min; inhibition, % at 9.99 µM; 350,000 tested, 0.05% active;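 active = mean replicate inhibition above about 25%, with every replicate also reaching it, limit read from the data, passing the limit was not always enough; inconclusive = only one of those two criteria met; inactive = neither criterion met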
Target sequence (Q15084 whole entry, looked up): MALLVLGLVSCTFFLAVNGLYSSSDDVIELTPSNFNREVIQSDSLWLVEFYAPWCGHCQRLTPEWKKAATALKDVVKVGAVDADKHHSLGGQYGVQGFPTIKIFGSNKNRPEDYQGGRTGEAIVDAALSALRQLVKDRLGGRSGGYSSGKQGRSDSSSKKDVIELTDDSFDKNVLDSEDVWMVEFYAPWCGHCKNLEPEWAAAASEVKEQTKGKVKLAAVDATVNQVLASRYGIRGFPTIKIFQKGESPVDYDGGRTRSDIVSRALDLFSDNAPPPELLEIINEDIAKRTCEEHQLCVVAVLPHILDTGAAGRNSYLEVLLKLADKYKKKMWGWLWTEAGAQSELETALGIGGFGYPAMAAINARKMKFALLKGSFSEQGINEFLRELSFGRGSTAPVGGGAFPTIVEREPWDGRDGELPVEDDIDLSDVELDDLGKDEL
XiGFP reactiv: activators of X-chromosome reactivation in mouse fibroblasts. XiGFP mouse fibroblasts, % GFP-positive cells imaging, 3 d; cells co-treated with 5-aza-dC sensitizer; scaled so ellipticine positive control = 100%. activation, % at 7.58 µM. 360,000 tested, 0.055% active;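 active = mean normalized replicate activation at least 10% and every replicate at or above 10%; inconclusive = only one of the two criteria met; inactive = mean below 10% and not all replicates reach 10%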;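 also: 0% = median of on-plate neutral control wells and 100% = ellipticine 6 µM median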
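Material: SV40-immortalized XiGFP fibroblast cells, line 68-5-11 | Buffer or medium: DMEM containing 5-aza-dC | Dosing: One concentration, pinned | Times: 3 d treatment, 15 min room-temperature fixation | Controls: Ellipticine 6 µM positive control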
ARNT TACC3 PPI: ARNT/TACC3 interaction disruption. inhibition, % at 9.99 µM. AlphaScreen His-ARNT PAS-B/GST-TACC3 binding, luminescence; TACC3 fragment carries E629A point mutation. Q9Y6A5. 390,000 tested, 0.66% active;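 active = mean inhibition of replicates at least 50% and at least half of replicates each reaching 50%; inconclusive = half or more replicates reach 50% but mean below 50%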;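 also: 0% = complete ARNT plus TACC3 wells and 100% = ARNT alone without TACC3; many hits fall short of the cut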
EWS-Fli block: inhibitors of EWS/Fli oncoprotein transcriptional activity; A673 NR0B1-luciferase reporter, viability-normalised; inhibition, % at 12.6 µM; 350,000 tested, 0.67% active;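 active = mean inhibition of at least 50% after viability correction, with every replicate also passing that limit; inconclusive = mean reaches 50% but only one of two replicates passes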;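 also: firefly luciferase signal divided by Alamar Blue viability fluorescence both relative to DMSO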
PAX8 reporter: PAX8 transcriptional activity inhibition; inhibition, % at 12.6 µM; RMG-I TPO-luciferase reporter, SteadyGlo, 24 h; AID 652154; 360,000 tested, 1.2% active;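 active = mean replicate inhibition at least 60% with every replicate also reaching 60%; inconclusive = only one of the two criteria is met; inactive = mean below 60% and not all replicates reaching 60%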;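 also: luciferase light reporting Pax8 driven TPO promoter activity; plate controls were median of neutral control wells for no effect and mitoxantrone controls for full effect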
DENV2 CPE rescue: protects cells from dengue virus 2 cytopathic effect. DENV2-infected cells, cytopathic effect rescue, plate reader. CPE inhibition, % at 9.99 µM. 350,000 tested, 1.7% active. AID 651640; in the data active = CPE inhibition above about 20%, passing the limit was not always enough; inconclusive = no clear call, values can overlap the other calls; tested in BHK-21 cells;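 also: 0% = median of neutral control wells and 100% = median of positive control wells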
INS-1E GSIS act: primary screen for activators of insulin secretion dependent on glucose, INS-1E cells, GLuc reporter luminescence; INS-1E GLuc reporter insulin secretion, 2-3 h; activation, % at 16.6 µM; 370,000 tested, 0.61% active; AID 743287;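 active = lowest replicate activation of at least 40%, so every replicate reaches that level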;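 also: 0% = median of neutral control wells and 100% = median of IBMX positive control wells; some compounds called inactive have numbers as strong as hits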
The depositor's hits bear a star; ? = inconclusive; . = no result given.

SMILES	CFTR F508del cor	ERp5 block	XiGFP reactiv	ARNT TACC3 PPI	EWS-Fli block	PAX8 reporter	DENV2 CPE rescue	INS-1E GSIS act
COC(=O)CCC(NS(=O)(=O)OCC(Cl)(Cl)Cl)c1ccccc1 (stereo not drawn)	-0.4	-2	-0.1	-2	-9	0	-5	-8
O=C(Nc1ccccc1Cl)c1cc(C2CCCN(C(=O)OCCF)C2)on1 (stereo not drawn)	-0.1	1	0.1	.	-45	-55	?	-4
C[C@H]1CN([C@@H](C)CO)C(=O)Cc2cc(NC(=O)Nc3cccc4ccccc34)ccc2O[C@@H]1CN(C)Cc1ccc(-c2ccccc2)cc1	2.3	1	-0.1	.	-2	-6	16	4
Cn1cnc(S(=O)(=O)N2CCN(c3ccc(F)cc3)CC2)c1	.	4	0.3	.	24	12	-4	8
Cn1c(-c2ccc(Cl)nc2)nc2cc(Cl)ccc21	.	2	0.0	-11	-43	-32	1	16
FC(F)(F)c1cnc(C(c2ccccc2)c2ncn[nH]2)c(Cl)c1 (stereo not drawn)	-3.3	8	0.0	0	9	7	-12	-12
O=C(COc1ccc2c(c1)oc(=O)c1ccccc12)NC(Cc1ccc(Cl)cc1)C(=O)O (stereo not drawn)	2.2	-3	.	3	-3	.	5	-5
COc1ccc(C(=O)NCCCn2nc(C)cc2C)cc1S(=O)(=O)N1CCOCC1	1.5	1	0.3	1	4	.	-1	9
CCN(CC)CC(=O)Nc1sc2c(c1C(=O)c1ccccc1C)CCC2	0.2	2	0.0	0	12	11	2	-3
O=C(NCCN1CCC(n2c(=O)[nH]c3ccccc32)CC1)c1cccc2c1-c1ccccc1C2=O	-1.3	-7	0.1	.	-6	-11	4	-27
CCn1c(SCc2ccccc2)nc2c1c(=O)[nH]c(=O)n2C	1.9	3	0.0	15	12	30	-3	32
C[C@H]1CN([C@@H](C)CO)C(=O)c2cc(NC(=O)Nc3ccc(F)cc3)ccc2O[C@@H]1CN(C)Cc1ccc(C(F)(F)F)cc1	-2.2	-8	0.1	-7	4	-19	?	19
CCc1ccccc1NS(=O)(=O)c1cc2c3c(c1)CCN3C(=O)CC2	-3.8	-6	0.1	-3	4	-4	-8	28
NS(=O)(=O)c1ccc(CCNC(=O)c2ccc(Cl)c(S(=O)(=O)NCc3ccco3)c2)cc1	1.1	0	-0.1	-8	4	9	5	6
CN1c2ccc(-c3cccc(F)c3)cc2[C@H]2[C@H](CCN2C(=O)C2CCCC2)[C@@H]1CO	-1.2	-5	0.0	1	15	11	.	-41
O=C(N/N=C/C=C\c1ccccc1[N+](=O)[O-])c1cc(-c2ccc3ccccc3c2)n[nH]1	0.0	-2	0.0	.	0	-15	-3	2
O=[N+]([O-])c1ccc(SCc2ccco2)cc1N1CCOCC1	-2.2	6	0.1	7	-14	-4	2	19
CN(C)c1ccc(CNC(=O)C2Cc3c(-c4cccc(C(N)=O)c4)ccnc3O2)cc1 (stereo not drawn)	-1.6	-3	0.1	.	3	6	9	-5
Oc1ccc(C[C@H]2CNCCN2CC2(c3ccccc3)CC2)cc1	-1.0	-8	0.0	12	-14	-5	-2	1
CN(C)C(=O)c1ccc(-c2ccc([C@H]3[C@H](CO)N4C(=O)CN(C(=O)CC5CC5)C[C@@H]34)cc2)cc1	-0.9	-2	0.0	.	0	-31	-1	-6
Cc1cc(C(=O)Nc2ncn[nH]2)ccc1[N+](=O)[O-]	3.4	-4	0.3	6	-3	-4	8	10
COCCN(CCOC)S(=O)(=O)c1ccc(C(=O)Nc2nc3c(s2)CCc2ccccc2-3)cc1	-0.8	2	0.0	-3	19	18	-19	-6
COc1ccc(C(=O)c2c[nH]c(C(=O)NCCCN3CCOCC3)c2)cc1	-2.2	6	0.0	-14	-3	-1	1	0
CN(C[C@@H]1N[C@H](CO)[C@H]1c1ccc(C2=CCCC2)cc1)C(=O)c1cccc(F)c1	2.4	.	0.0	-5	19	-25	.	17
CCC(C)Nc1nc(Cl)nc(N(C#N)CN2C(=O)c3ccccc3S2(=O)=O)n1 (stereo not drawn)	2.5	-3	0.2	-10	16	11	-1	10
SMILES	CFTR F508del cor	ERp5 block	XiGFP reactiv	ARNT TACC3 PPI	EWS-Fli block	PAX8 reporter	DENV2 CPE rescue	INS-1E GSIS act
Cc1cccc(NC(=O)c2cc3c(s2)-c2c(C)cccc2OC3)n1	-2.9	1	-0.1	-34	-82	-113	11	.
NCC[C@@H]1CC[C@@H](NS(=O)(=O)c2ccc(Cl)cc2)[C@H](CO)O1	-1.4	-2	0.5	-4	0	2	9	16
Cn1nc(C(=O)NNC(=O)CCOc2ccc(C(C)(C)C)cc2)c2ccccc2c1=O	10*	-8	0.1	-3	3	2	-5	-49
Cc1noc(C)c1S(=O)(=O)Nc1ccc2c(c1)C(=O)N([C@H](C)CO)C[C@@H](C)[C@H](CN(C)Cc1ccc(C(=O)Nc3ccccc3N)cc1)O2	-1.0	-1	-0.3	2	17	.	5	1
Cc1ccc(S(=O)(=O)N(C)C[C@@H]2OCCCC[C@H](C)Oc3ccc(NC(=O)NC4CCCCC4)cc3C(=O)N([C@H](C)CO)C[C@@H]2C)cc1	-2.4	3	0.0	25	11	51	-5	-14
O=C1c2cc(S(=O)(=O)N(CCO)CCO)ccc2-c2ccc(S(=O)(=O)N(CCO)CCO)cc21	0.3	-1	0.3	-10	-2	19	6	.
COc1cccc(NC(=O)C(=O)NCCc2ccc(F)cc2)c1	4.4	1	0.0	-3	-65	-53	-3	5
COC(=O)C1=C(N)Oc2c(oc(CO)cc2=O)C1c1ccc(F)cc1 (stereo not drawn)	1.1	1	0.0	.	-6	22	3	-4
CO[C@H](CN(C)C(=O)c1cnccn1)[C@H](C)CN([C@@H](C)CO)S(=O)(=O)c1ccc(C)cc1	-0.9	-2	-0.1	0	-2	.	-4	2
O=C(CSc1nc2ccccc2s1)Nc1ccc(Cl)c(C(=O)O)c1	3.3	1	0.0	4	-2	17	0	1
CCc1nc2ccc(C(=O)NCCCn3ccnc3)cn2c1N(CC)C(=O)NCCc1ccccc1	-1.6	4	0.0	.	-10	-5	.	-13
Cc1ccc(SC(C)C(=O)O/N=C(\N)c2ccncc2)cc1 (stereo not drawn)	1.4	-19	0.2	-3	.	25	-4	-12
O=C(C[C@H]1CC[C@@H]2[C@H](COC[C@@H](O)CN2C(=O)c2ccncc2)O1)Nc1ccc(-c2ccccc2)cc1	1.2	1	-0.1	2	-7	-4	3	-10
Cc1[nH]c(=O)[nH]c(=O)c1/C=N/NC(=O)[C@@H](N)CC(C)C	-1.5	1	.	65*	-3	-3	6	-2
O=C(C[C@@H]1C=C[C@@H](NC(=O)Nc2ccc3c(c2)OCO3)[C@H](CO)O1)NCCCN1CCOCC1	-1.5	2	0.5	2	4	-5	-1	8
COC(=O)C1C2C=CC3(CN(c4ccc(Cl)c(F)c4)C(=O)C13)O2 (stereo not drawn)	0.0	-1	0.0	.	7	-7	-2	3
COc1ccccc1Cc1c(-c2ccco2)nc2c3ccccc3ccn12	2.6	12	0.1	.	-43	-10	-7	.
CC(=O)c1cccc(NC(=O)c2sc(Cl)nc2C)c1	-1.1	1	0.6	13	9	-5	-1	-3
O=C(CNS(=O)(=O)c1ccccc1)OCC(=O)c1c[nH]c2ccccc12	0.2	1	-0.1	10	12	16	3	-30
COc1ccccc1NC(=O)C[C@H]1CC[C@H]2[C@@H](COc3ccc(NC(C)=O)cc3C(=O)N2C)O1	-5.1	20	0.3	.	-1	.	-9	4
O=C(/C=C/c1ccccc1)N/C(=C/c1ccccc1)C(=O)Nc1cccc(C(=O)O)c1	1.8	-41	0.1	-4	-5	-16	-6	5
O=C(CCN1C(=O)C2CCCCC2C1=O)Nc1nc(-c2ccc(F)c(F)c2)cs1 (stereo not drawn)	-2.6	?	0.4	-10	-22	-26	6	-26
C[C@H](CO)N1C[C@H](C)[C@@H](CN(C)C(=O)Nc2ccc3c(c2)OCO3)OCCCC[C@H](C)Oc2ccc(NS(=O)(=O)c3ccc(F)cc3)cc2C1=O	-4.1	.	0.1	12	-3	0	2	-26
O=C(CNC(=O)C1COc2ccccc2O1)N/N=C/c1cc(Br)c(O)c(Br)c1 (stereo not drawn)	-1.8	6	0.0	2	7	4	-3	-27
CCOC(=O)C1CCCN(Cc2c(C(=O)N3CCOCC3)nc3ccccn23)C1 (stereo not drawn)	1.6	0	0.0	13	9	23	1	16

Entries of single compounds from above. Order of screens: CFTR F508del cor	ERp5 block	XiGFP reactiv	ARNT TACC3 PPI	EWS-Fli block	PAX8 reporter	DENV2 CPE rescue	INS-1E GSIS act
O=C1c2cc(S(=O)(=O)N(CCO)CCO)ccc2-c2ccc(S(=O)(=O)N(CCO)CCO)cc21 is listed with 0.3	-1	0.3	-10	-2	19	6	.
CCc1nc2ccc(C(=O)NCCCn3ccnc3)cn2c1N(CC)C(=O)NCCc1ccccc1 is listed with -1.6	4	0.0	.	-10	-5	.	-13

4 of the compounds above, with two lines to a compound:
Screens in order – CFTR F508del cor | ERp5 block | XiGFP reactiv | ARNT TACC3 PPI | EWS-Fli block | PAX8 reporter | DENV2 CPE rescue | INS-1E GSIS act
Cc1[nH]c(=O)[nH]c(=O)c1/C=N/NC(=O)[C@@H](N)CC(C)C
 : -1.5 | 1 | . | 65* | -3 | -3 | 6 | -2
O=C(C[C@@H]1C=C[C@@H](NC(=O)Nc2ccc3c(c2)OCO3)[C@H](CO)O1)NCCCN1CCOCC1
 : -1.5 | 2 | 0.5 | 2 | 4 | -5 | -1 | 8
COC(=O)C1C2C=CC3(CN(c4ccc(Cl)c(F)c4)C(=O)C13)O2 (stereo not drawn)
 : 0.0 | -1 | 0.0 | . | 7 | -7 | -2 | 3
COc1ccccc1Cc1c(-c2ccco2)nc2c3ccccc3ccn12
 : 2.6 | 12 | 0.1 | . | -43 | -10 | -7 | .

Next section
SMILES	CFTR F508del cor	ERp5 block	XiGFP reactiv	ARNT TACC3 PPI	EWS-Fli block	PAX8 reporter	DENV2 CPE rescue	INS-1E GSIS act
CS(=O)(=O)Oc1ccc2c(c1)O/C(=C\c1cccnc1)C2=O	-1.1	2	0.0	-1	-9	-12	-5	4
Cc1cc(C)cc(N(C(=O)Cc2cccs2)C(C(=O)NC2CCCC2)c2ccc(C)o2)c1 (stereo not drawn)	-1.0	-3	.	0	6	.	10	-5
CCc1ccc(NS(=O)(=O)c2ccc3c(c2)oc(=O)n3C)cc1	-3.1	0	0.1	2	10	10	-3	-9
COc1ccc(-c2csc3ncn(-c4ccccc4)c(=O)c23)cc1OC	-1.3	-1	0.0	.	2	19	4	-1
CCOC(=O)c1ccc(NC(=O)C(=O)NCCc2ccc(OC)cc2)cc1	0.9	-3	0.0	9	18	6	7	10
O=C(NNC(=O)c1cc(Cl)nc2ccccc12)c1ccccc1F	5.8	0	0.0	-1	10	1	15	5
CCOc1ccccc1C(=O)NC1CC2CCCC(C1)N2Cc1ccc(C)cc1 (stereo not drawn)	-7.3	1	-0.1	2	3	9	-11	27
Cc1ccc(NC(=O)c2cc(-c3ccc4c(c3)OCO4)on2)cc1C	1.6	1	0.2	.	0	5	-7	4
OC(CNCCc1ccc(C(F)(F)F)cc1)COc1ccc2ccccc2c1 (stereo not drawn)	0.1	3	0.6	4	32	12	-1	64
CC(C)c1ccc(C(=O)Nc2nnc(S(=O)(=O)N3CCCCC3)s2)cc1	1.8	-2	0.2	-2	.	-18	4	6
